FXN GAA850 act = frataxin GAA850 promoter activation; 0.56% of 360,000 active; AID 540364; HEK293 lucGAA850 FXN promoter luciferase reporter, 24 h; percent of 10 µM SAHA response; activation, % at 6 µM;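 active means activation above the average of all compounds screened plus 3 SD, cutoff fixed separately per campaign, cut at about 7.5% in these data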;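 further: 0% = DMSO wells and 100% = 10 µM SAHA wells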
SMARCA2 act = increases SMARCA2 function in MMTV reporter cells; 1% of 370,000 active; AID 652017; MG213 cells, MMTV-luciferase reporter, dexamethasone, overnight; activation, % at 9.1 µM; in the data active means activation above about 7.8%;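 further: 0% = vehicle wells and 100% = reference activator wells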
hcDAF12 agonist = activators of H. contortus DAF-12 nuclear receptor | HEK293 hcDAF-12 lit1-tk-luc reporter, luminescence; 0% DMSO, 100% Δ7-dafachronic acid | activation, % at 6.8 µM | 1.4% of 370,000 active | AID 652067;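 active means activation above the mean of all tested compounds plus 3 SD, cut at about 5.5% in these data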;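 further: 100% = response to 3 µM Δ7-dafachronic acid high control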
DAX1 inh-1 = inhibitors of human orphan nuclear receptor DAX1 (NR0B1). inhibition, % at 6.75 µM. 0.99% of 340,000 active. P51843. AID 504766. HEK293 Gal4-DAX1 luciferase reporter, luminescence;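 active means inhibition above the mean over all tested compounds plus 3 SD, cut at about 4.2% in these data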;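 further: 0% = DAX1-transfected cells with DMSO and 100% = empty-vector control cells with DMSO; inhibition shows as a rise in luminescence from relieved DAX1 repression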
Target sequence (P51843 207-470 limits assumed): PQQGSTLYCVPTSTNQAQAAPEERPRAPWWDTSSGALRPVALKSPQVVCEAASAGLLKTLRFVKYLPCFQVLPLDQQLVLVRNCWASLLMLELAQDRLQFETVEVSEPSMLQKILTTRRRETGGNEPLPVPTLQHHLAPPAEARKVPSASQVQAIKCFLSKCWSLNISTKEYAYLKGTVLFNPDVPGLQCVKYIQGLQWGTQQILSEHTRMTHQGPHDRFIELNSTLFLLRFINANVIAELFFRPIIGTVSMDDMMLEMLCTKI
hgDAF-12 ag = agonists of H. glycines DAF-12 nuclear receptor; HEK293 GAL4-hgDAF12 UAS-luciferase reporter, agonist luminescence; normalized to butyrate control; activation, % at 6.8 µM; 1.8% of 370,000 active; AID 687014;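 active means activation above a cutoff set at the mean of all screened compounds plus 3 SD, cut at about 10% in these data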;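 further: 0% = DMSO wells and 100% = sodium butyrate wells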
GC-B act = GC-B (human) receptor activation; activation, % at 10 µM; HEK293-GC-B cells, CNP EC30, cGMP TR-FRET; 0% at EC30 CNP, 100% saturating CNP; 0.11% of 370,000 active; P20594;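 active means activation at 10 µM reaching about 35% in either raw or pattern-adjusted values, limit read from the data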
DAX1 inh-2 = DAX1 (NR0B1) inhibition, primary screen | AID 652010 | inhibition, % at 6.8 µM | HEK293T StAR-luciferase reporter, SF-1/DAX-1 repression relief | 1.1% of 370,000 active;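 active means inhibition above the mean over all tested compounds plus 3 SD, cut at about 3.6% in these data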;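 further: 0% = DAX-1 cells with DMSO and 100% = cells lacking DAX-1 with DMSO; higher inhibition means more luminescence from relief of DAX-1 repression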
ssDAF12 agonist = activators of S. stercoralis DAF-12 nuclear receptor. AID 652126. HEK293 ssDAF-12/GRIP1 lit1-tk-luc reporter, luminescence; % of 3 µM dafachronic acid response. activation, % at 6.8 µM. 1% of 370,000 active;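 active means activation above the mean over all tested compounds plus 3 SD, cut at about 0.9% in these data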;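 further: 0% = DMSO-only wells and 100% = 3 µM delta7-dafachronic acid wells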
KLK7 zymogen act = activates the human kallikrein-7 zymogen | P49862 | purified proKLK7, EDANS-DABCYL substrate fluorescence; 100% is mature enzyme control, 0% vehicle | activation, % at 7 µM | 0.9% of 370,000 active;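 active means activation above the mean of all tested compounds plus 3 SD, computed per campaign excluding outliers beyond control limits, cut at about 13% in these data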
Target sequence (P49862 whole entry, looked up): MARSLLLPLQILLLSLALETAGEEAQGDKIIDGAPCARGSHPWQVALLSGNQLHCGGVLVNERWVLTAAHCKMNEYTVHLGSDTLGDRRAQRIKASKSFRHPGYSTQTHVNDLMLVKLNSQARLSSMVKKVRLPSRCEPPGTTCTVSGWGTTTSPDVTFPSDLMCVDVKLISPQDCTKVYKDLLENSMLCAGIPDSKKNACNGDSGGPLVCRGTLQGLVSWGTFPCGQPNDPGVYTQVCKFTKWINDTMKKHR
HGIII-sPLA2 inh = Blocks human group III sPLA2 activity; QFRET BODIPY PC-A2 liposome hydrolysis, fluorescence; inhibition, % at 12.2 µM; 0.56% of 370,000 active; AID 743126;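 active means inhibition above mean plus 3 SD of compounds lying within the high and low control bounds, cut at about 19% in these data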;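 further: 0% = median of test compound wells and 100% = no enzyme DMSO wells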
Target sequence (Q9NZ20 whole entry, looked up): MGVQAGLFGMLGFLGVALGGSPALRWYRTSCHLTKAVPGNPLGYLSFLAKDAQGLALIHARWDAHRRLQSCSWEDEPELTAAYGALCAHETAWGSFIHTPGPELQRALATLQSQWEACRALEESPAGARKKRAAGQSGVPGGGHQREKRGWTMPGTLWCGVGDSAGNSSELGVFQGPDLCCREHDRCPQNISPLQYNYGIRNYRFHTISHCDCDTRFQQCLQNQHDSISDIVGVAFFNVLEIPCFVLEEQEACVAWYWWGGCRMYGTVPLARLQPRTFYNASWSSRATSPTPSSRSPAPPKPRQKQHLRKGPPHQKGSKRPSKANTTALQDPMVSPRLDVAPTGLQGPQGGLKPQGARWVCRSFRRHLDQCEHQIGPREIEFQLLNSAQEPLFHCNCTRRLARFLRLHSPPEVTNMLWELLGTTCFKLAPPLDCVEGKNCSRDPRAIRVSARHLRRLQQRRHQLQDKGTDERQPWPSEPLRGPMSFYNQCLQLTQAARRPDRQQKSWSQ
NPR1 activator = GC-A (human) enzyme activation; P16066; HEK293 GC-A cells, cGMP TR-FRET, EC30 ANP; 0% at EC30 ANP, 100% saturating ANP; activation, % at 10 µM; 0.14% of 370,000 active; in the data active means activation above about 40%
An asterisk follows results filed as active; . = no result given; & = joins results of further samples.

Order of results – HGIII-sPLA2 inh, hgDAF-12 ag, FXN GAA850 act, DAX1 inh-2, ssDAF12 agonist, SMARCA2 act, KLK7 zymogen act, hcDAF12 agonist, GC-B act, NPR1 activator, DAX1 inh-1
> O=C(Nc1ccccc1)c1cn(CCBr)cn1
 : 20*, 8.9, 2.1, 1.8, 1.3*, 6, 0.3, 6.8*, 0, 2, 3.1
> CC(=O)Oc1ccc(C(=O)Nc2cccc(-c3nnc(-c4ccco4)o3)c2)cc1
 : 3, -3.7, -2.1, 0.6, -0.5, -3, 0.4, 0.8, 1, 1, -0.9
> CC(=O)OCc1ccc(C2=CC(=O)CC(C)(C)C2=O)cc1
 : 14, 4.5, -0.1, 1.2, -1.2, -2, 0.2, -1.4, 9, -3, 2.3
> CCCCNC(=S)NCc1ccc2c(c1)cc(C)n2C
 : 6, 1.3, -0.1, 1.2, -1.3, -2, 0.6, -2.0, 3, -2, -0.1
> CC1(C)C(c2ccccc2)=[N+]([O-])C2(CCCCC2=O)N1O (stereo unspecified)
 : 8, -1.0, -0.3, -0.2, -1.1, -2, 0.5, -1.7, 6, 5, 0.6
> COc1cc2c(cc1OC)C(c1ccccc1)NCC2 (stereo unspecified)
 : -2, 0.1, -1.0, 0.1, -1.0, -2, -0.5, -1.1, -1, -7, -0.4
> CC(C)OC(=O)c1nn2c(C(F)(F)F)cc(-c3ccco3)nc2c1Cl
 : 2, -1.5, -1.2, 0.4, -1.3, 0, 0.6, -0.2, -2, 12, -1.1
> Cc1cccc(-n2c(O)c(C=Nc3c(C)n(C)n(-c4ccccc4)c3=O)c3ccccc3c2=O)n1
 : 14, -2.1, 1.2&-2.1, -0.5, -1.3, -3, 0.2, -0.3, -2, -2, 1.6&0.7
> O=C(CCc1ccc(Oc2cc([N+](=O)[O-])cc([N+](=O)[O-])c2)cc1)NC1CCCC1
 : 2, -2.3, 2.5, -1.2, -1.8, -2, -0.9, -2.0, 1, 3, -2.7
> Cc1ccc(NC(=O)COC(=O)Cn2c(C)csc2=O)cc1
 : -7, -1.0, -1.5, -0.4, -1.5, -4, 0.0, -0.4, -2, 5, -1.2
> Cc1cc(NC(=O)CSc2nc(C3CCCCC3)nc3ccccc23)no1
 : 2, -2.3, 1.6, 0.0, -1.4, 2, 1.2, -0.8, 0, 1, -0.1
> COc1cc(NC(=O)c2cccs2)c(OC)cc1NC(=O)CCC(=O)Nc1cccc2ncccc12
 : 3, -1.6, -1.1, -0.5, 0.4, -3, 0.3, -0.7, 2, -4, -3.5
> COc1ccc(NC(=S)NCc2cccs2)cc1OC
 : 5, -1.7, 1.4, -0.3, -1.6, 0, 0.4, -1.1, 0, 11, 0.4
> CN(Cc1ccccc1)C1CCCN(C(=O)c2ccc(Cl)s2)C1 (stereo unspecified)
 : 5, -0.6, 1.0, -1.5, -0.4, -2, -0.2, -1.6, 6, -5, 0.1
> Cc1cc(C)cc(OCC(=O)NCCN2CCOCC2)c1
 : 5, 2.2, -0.7, 0.1, -0.9, 1, 0.0, -1.8, -10, -4, 0.7
> CCSCc1nnc(SCC(=O)Nc2ccc(OC)cc2)n1C
 : 5, -2.0, 0.0, 0.3, -1.4, -2, 0.3, -1.8, 7, -2, -0.5
> COc1ccccc1C(CNC(=O)c1cccc(NS(=O)(=O)c2ccc(Br)cc2)c1)N(C)C (stereo unspecified)
 : -14, 0.5, 0.4, -1.0, -1.3, -1, 0.4, -1.1, 1, 0, 0.5
> COc1cc(/C=C\C(=O)Nc2cc(=O)n(C)c(=O)n2C)cc(OC)c1OC
 : -4, 1.2, 4.0, -0.3, -2.1, -1, 2.7, 0.0, -1, 7, 0.0
> NNC(=O)CN1C(=O)Nc2ccc(Cl)cc2C1c1ccccc1 (stereo unspecified)
 : -12, 0.5, -0.9, -0.2, -1.0, 1, 0.8, 0.8, -18, -33, 0.1
> Cc1cnc(C(=O)Nc2ccc(C)c(S(=O)(=O)N3CCCCCC3)c2)cn1
 : -5, -0.8, 1.0, -2.1, -1.0, -1, 0.2, 0.2, -2, -1, -0.6
> CCc1cccc(NC(=O)CCSCCC(=O)Nc2cccc(CC)c2)c1
 : -64, 2.5, -1.4, -0.9, -1.1, -1, -0.1, -1.0, -5, -2, -0.9
> Cc1ccc(CN(C(=O)c2csnn2)C(C(=O)NC2CCCC2)c2ccccn2)cc1 (stereo unspecified)
 : -1, -0.8, -0.9, 0.1, -0.7, 4, 0.1, -0.2, -4, 1, -0.4
> CC1(C)NC(=O)N(CC(=O)Nc2ccc(-c3ccccc3)cc2)C1=O
 : -4, 1.0, -2.4, 0.1, -1.3, 0, 0.6, 1.3, 4, 3, 1.4
> COc1ccc(CNC(=O)C2CC(=O)N(c3ccc(OCC(=O)N4CCCCC4)cc3)C2)cc1 (stereo unspecified)
 : 1, -0.6, 1.6, -0.8, -1.0, -1, 0.8, -2.2, -1, 6, -1.0
> Cc1ccc(S(=O)(=O)NNC(=O)C23CCC(CC2)C3)cc1
 : -13, 0.5, -1.8, 0.6, -0.8, 1, -0.2, -0.9, 4, -6, 1.0
> COc1ccc(C(=O)Nc2ccc(C(=O)Nc3nccs3)cc2)cc1[N+](=O)[O-]
 : 16, 2.3, 1.0, -0.6, -0.9, -4, -0.1, 1.7, 3, 1, -1.4
> COc1ccc(Cl)cc1NC(=O)CN(C)C(=O)CCCNC(=O)c1ccc(Cl)cc1
 : -5, 0.9, 6.7, -0.5, -0.5, 2, -0.2, 0.3, -5, -6, -0.3
> COc1cccc(CN(C)C(=O)c2cccnc2SC)c1OC
 : -2, -1.5, 0.8, -0.3, -0.5, 1, -0.1, -1.0, 0, -1, 1.4
> CC(C)(C)NC(=O)C(=O)NNC(=O)C12CC3CC(CC(C3)C1)C2
 : 7, -1.7, -1.2, -0.2, -0.7, -3, -0.2, -1.2, 7, 3, 0.3
> CCN(CC)Cc1cc(C(=O)O)c(-c2ccccc2)o1
 : 6, -2.2, 1.6, 0.6, -0.7, 3, -0.3, 2.4, 1, -2, 0.5

A different layout for 3 compounds above.
SMILES,HGIII-sPLA2 inh,hgDAF-12 ag,FXN GAA850 act,DAX1 inh-2,ssDAF12 agonist,SMARCA2 act,KLK7 zymogen act,hcDAF12 agonist,GC-B act,NPR1 activator,DAX1 inh-1
O=C(Nc1ccccc1)c1cn(CCBr)cn1,20*,8.9,2.1,1.8,1.3*,6,0.3,6.8*,0,2,3.1
CC(=O)Oc1ccc(C(=O)Nc2cccc(-c3nnc(-c4ccco4)o3)c2)cc1,3,-3.7,-2.1,0.6,-0.5,-3,0.4,0.8,1,1,-0.9
CC(=O)OCc1ccc(C2=CC(=O)CC(C)(C)C2=O)cc1,14,4.5,-0.1,1.2,-1.2,-2,0.2,-1.4,9,-3,2.3

(next part)
Order of results – HGIII-sPLA2 inh, hgDAF-12 ag, FXN GAA850 act, DAX1 inh-2, ssDAF12 agonist, SMARCA2 act, KLK7 zymogen act, hcDAF12 agonist, GC-B act, NPR1 activator, DAX1 inh-1
> Cc1cc(N=Cc2c(O)n(-c3ccc(C)c(C)c3)c(=O)c3ccccc23)no1
 : 7, -4.7, ., -0.7, -0.9, -1, 1.7, -3.8, 2, 3, .
> Cc1c(N2CCCC2)cc2c(c1N)C(C)(C)CC2(C)C
 : 13, 1.3, -0.4, 0.4, -0.7, -1, 1.1, 0.8, 0, -2, -0.2
> COc1cc(CNCCO)cc(Br)c1OCc1ccccc1
 : -8, -0.5, -0.2, 0.3, -1.6, -2, 0.1, -0.1, -7, -3, -0.2
> CC(=O)C1=C(O)C(=O)N(Cc2ccccc2)C1c1ccc(Br)cc1 (stereo unspecified)
 : -6, -0.2, -0.6, 0.0, -0.8, -3, -0.2, 0.5, 2, 1, -0.3
> CCOC(=O)C(NC(=O)c1cccnc1)(Nc1cccc(C)n1)C(F)(F)F (stereo unspecified)
 : -3, 3.0, 1.1, 1.5, -1.3, -3, 0.6, -1.8, 2, -2, 1.1
> COc1ccccc1N/N=C/c1c(CO)cnc(C)c1O
 : -1, 0.7, 1.3, -0.9, -0.8, -2, 21*, -0.8, -7, -6, -0.8
> CC(Cc1ccccc1)NC(=O)/C=C/c1ccc([N+](=O)[O-])cc1 (stereo unspecified)
 : 10, 1.1, 2.3, -0.8, -1.9, -3, 0.6, -0.7, 0, 0, -1.6
> COC(=O)c1ccc(C(=O)N(CCN(C)C)c2nc3c(Cl)cccc3s2)cc1
 : 18, 3.2, -0.1, 0.9, -0.7, -3, -0.5, 0.5, -3, -2, -1.3
> CCc1ccc(OCCCC(=O)O)c(Br)c1
 : 0, 1.0, 0.1, 0.7, -1.3, 0, 0.3, 1.0, -2, 3, 0.1
> O=C(Nc1ccccc1C(=O)NCc1ccco1)NC1CCCCC1
 : 9, 1.4, 1.3, 0.7, -1.3, -2, -0.1, -1.6, -1, 1, 0.6
> Cc1ccc(S(=O)(=O)Oc2ccc(/C=N/NC(=O)c3nn(C)cc3[N+](=O)[O-])cc2)cc1
 : -15, 0.3, 0.6, 0.5, -1.9, 1, 0.8, -1.8, -3, -4, 1.5
> CCSc1nnc(NC(=O)CN(C)S(=O)(=O)c2ccc(F)cc2)s1
 : -5, 0.3, -0.5, -0.2, -1.3, -2, 0.1, 3.0, -1, 0, 0.4
> CC(C)(C)C(=O)CC(=O)Nc1ccc(Cl)c(N)c1
 : -21, 3.7, 4.7, 1.4, 0.3, 4, 0.6, 1.3, 1, -3, -0.6
> COC(=O)[C@H](Cc1ccccc1)NC(=O)N1CC(C)OC(C)C1 (stereo partly specified)
 : 0, -0.8, -0.9, 0.5, -1.3, 0, -0.3, 1.1, 7, -1, 2.4
> CC(C)OCCCNC(=O)C(=O)NCCCOC(C)C
 : 5, 1.5, 0.7, 0.8, -0.8, -4, -0.2, -1.1, 3, 0, -0.6
> CN(CC(=O)Nc1cccc(F)c1)C(=O)c1ccccc1OCC(=O)Nc1cccc(C(F)(F)F)c1
 : 0, 1.4, 0.5, -0.2, -1.6, -2, 1.0, -1.5, 0, 1, -1.3
> CCOC(=O)C1=C(COC(=O)c2ccc3ccccc3c2O)NC(=O)NC1C (stereo unspecified)
 : -9, -2.2, 3.0, 1.4, -1.0, -3, 0.2, -1.5, 2, 6, -0.6
> COc1cccc(OCc2nc(-c3ccc(Br)o3)no2)c1
 : 1, 1.2, 0.5, -0.4, -1.3, 2, -0.2, 1.1, 3, 2, -0.6
> Cn1c(Cl)c(C(=O)Nc2ccccc2)c2ccccc21
 : -1, 3.1, 4.9, 0.4, 0.2, -2, -0.2, 6.5*, 0, 2, -0.5
> COc1ccc(NC(=O)Cc2nnc(SCC(=O)NC3CCCC3)n2C)cc1
 : 1, 0.6, -1.4, -0.2, -1.2, 0, 0.6, -1.4, 1, -3, 1.9
> O=C(O)/C=C\C(=O)NNC(=O)c1cc(-c2ccccc2)n[nH]1
 : 2, -5.0, 2.8, -0.1, -0.6, 2, 0.2, -0.4, 7, 6, 2.2
> Cc1cc2ccccc2c(=O)n1CC(=O)Nc1ccc2c(c1)OCO2
 : -2, 1.0, 0.5, -0.1, -1.3, 3, -0.2, 0.4, 2, 3, -0.1
> c1ccc(-c2nnc(Cn3c4ccccc4c4nc5ccccc5nc43)o2)cc1
 : 0, -0.6, -1.9, 0.1, -0.5, -1, 0.4, -0.6, 0, 4, 1.7
> CC(=Nc1ccccc1)Nc1ccccc1
 : 6, 0.7, -2.0, -0.6, -0.8, -6, 0.7, 0.4, 4, 1, 0.2

Bioassay records deposited in PubChem BioAssay by several laboratories.
